UPR CHOP act: activators of apoptotic arm of unfolded protein response (CHOP); 0.34% of 330,000 active; CHO-CHOP luciferase reporter, UPR activation, luminescence; percent of tunicamycin response over DMSO baseline; activation, % at 10 µM;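 active = at 10 µM dose, activation of 40% or more, normalized to positive control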;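 note: 100% = tunicamycin at 10 µg/mL and 0% = DMSO alone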
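Assay system: CHO cells with stable CHOP pathway luciferase reporter; Buffer or medium: F12 plus 10% serum; Times: 16-18 h cell attachment, then 6 h compound exposure, 37 °C; Signal: luciferase luminescence; Read-out basis: percent activation relative to tunicamycin control; Control set: tunicamycin high control, DMSO low control.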
UPR XBP1 act: activators of adaptive arm of unfolded protein response (XBP1); 0.33% of 330,000 active; activation, % at 20 µM; AID 463104; CHO-XBP1 luciferase reporter, IRE1-XBP1 UPR activation, luminescence; percent of tunicamycin response, DMSO as zero;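 active = versus positive control, 20 µM dose yields 30% or more activation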;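 note: 100% = tunicamycin at 10 µg/mL and 0% = DMSO only wells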
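Signal: luciferase luminescence; Assay system: CHO-XBP1 luciferase reporter cells; Amount: one thousand reporter cells per well; Dosing: 20 µM single concentration, DMSO 1%; Benchmarks: high control tunicamycin 10 µg/mL final, low control DMSO vehicle only; Schedule: 6 h compound exposure at 37 °C, 5% CO2; Evaluation: percent activation relative to tunicamycin reference.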
tim23-1 inh: growth inhibitors of tim23-1 mutant yeast; 1.3% of 330,000 active; S. cerevisiae tim23-1 growth, BacTiter-Glo luminescence, 24 h; inhibition, % at 20 µM; AID 463212;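 active = growth inhibition of the mutant yeast at or above 50%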;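 note: temperature-sensitive mutant grown at 25 °C; plate controls were DMSO-treated mutant yeast for no effect and medium wells lacking yeast for full effect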
APJ antagonist: antagonists of human APJ apelin receptor; CHO-K1 APJ beta-arrestin complementation, luminescence; 0.32% of 330,000 active; inhibition, % at 20 µM; P35414;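 active = inhibition above about 40% at 20 µM, limit read from the data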;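 note: cells challenged with 10 nM apelin-13 agonist together with compound; plate controls were apelin-13 plus DMSO wells for no effect and DMSO wells lacking apelin-13 for full effect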
APJ ag: APJ receptor agonism | AID 2520 | CHO-K1 APJ PathHunter beta-arrestin, luminescence; 0% DMSO wells, 100% apelin | P35414 | 0.11% of 330,000 active | activation, % at 20 µM;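 active = activation more than six SD over the plate average, tested at 20 µM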;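 note: 0% = DMSO alone and 100% = apelin-13 at 10 nM; some results filed as inactive read as strong as hits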
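Test system – PathHunter CHO-K1 APJ (AGTRL-1) beta-arrestin reporter cells · Input – 1000 cells/well · Compound – single test compound dose, 20 µM final, 1% DMSO · Times – compound stimulation 90 min at 25 °C, detection 60 min · Technique – beta-gal luminescence · Read-out basis – APJ–arrestin association signal · Control set – negative DMSO alone, positive Apelin-13 at 10 nM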
697 NFkB inh: lowers PMA/ionomycin-induced NF-kB signal in 697 B cells | 697 B-cell NF-kB luciferase reporter, 16 h | inhibition, % at 4 µM | 0.33% of 330,000 active | AID 435022; in the data active = inhibition above about 35%
Jurkat NFkB inh: lowers PMA/ionomycin-induced NF-kB signal in Jurkat cells; PMA/ionomycin-induced NF-kB luciferase reporter, luminescence; inhibition, % at 4 µM; 0.53% of 330,000 active; AID 435003; in the data active = inhibition above about 50%
Mdm2 MdmX PPI: inhibitors of human Mdm2/MdmX interaction. inhibition, % at 8 µM. O15151+Q00987. 3% of 330,000 active. SaOS-2 split-luciferase Mdm2/MdmX complementation, luminescence;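 active = inhibition of at least 50% at 8 µM in the primary screen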
Target sequence (O15151 whole entry, looked up): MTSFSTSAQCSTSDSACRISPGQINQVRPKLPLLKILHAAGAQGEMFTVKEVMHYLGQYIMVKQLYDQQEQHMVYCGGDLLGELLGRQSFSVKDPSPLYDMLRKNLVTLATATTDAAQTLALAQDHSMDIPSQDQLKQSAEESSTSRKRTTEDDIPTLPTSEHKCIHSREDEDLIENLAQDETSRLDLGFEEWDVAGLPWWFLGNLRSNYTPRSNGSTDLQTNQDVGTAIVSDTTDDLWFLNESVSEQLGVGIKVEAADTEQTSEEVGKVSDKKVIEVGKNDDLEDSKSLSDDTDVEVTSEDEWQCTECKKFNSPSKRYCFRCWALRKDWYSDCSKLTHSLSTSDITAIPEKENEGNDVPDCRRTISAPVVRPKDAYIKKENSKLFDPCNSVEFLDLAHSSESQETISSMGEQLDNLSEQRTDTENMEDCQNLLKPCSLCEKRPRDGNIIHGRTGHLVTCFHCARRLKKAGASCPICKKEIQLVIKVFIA
Target sequence (Q00987 whole entry, looked up): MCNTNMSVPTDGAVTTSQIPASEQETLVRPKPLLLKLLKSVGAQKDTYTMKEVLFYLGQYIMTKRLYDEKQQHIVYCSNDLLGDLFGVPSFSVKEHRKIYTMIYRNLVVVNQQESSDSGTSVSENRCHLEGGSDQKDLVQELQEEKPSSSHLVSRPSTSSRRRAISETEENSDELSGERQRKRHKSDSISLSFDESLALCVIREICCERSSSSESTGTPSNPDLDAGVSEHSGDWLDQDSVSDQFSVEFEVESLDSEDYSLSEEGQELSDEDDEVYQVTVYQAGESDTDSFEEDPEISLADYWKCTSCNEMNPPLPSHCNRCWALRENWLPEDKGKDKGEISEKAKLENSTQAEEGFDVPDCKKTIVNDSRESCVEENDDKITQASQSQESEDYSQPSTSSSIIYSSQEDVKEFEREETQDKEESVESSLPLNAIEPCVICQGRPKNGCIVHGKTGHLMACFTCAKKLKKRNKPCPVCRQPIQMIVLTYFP
The depositor's hits bear a star.

SMILES	UPR CHOP act	UPR XBP1 act	tim23-1 inh	APJ antagonist	APJ ag	697 NFkB inh	Jurkat NFkB inh	Mdm2 MdmX PPI
O=C(N/N=C/c1cccnc1)C12CC3CC(CC(C3)C1)C2	-1.0	2	7	-2	-3	22	1	-3
Cc1nnc2c3ccccc3c(-c3cccs3)nn12	1.3	8	25	14	5	27	-6	54*
COc1ccc(C2C(C(=O)c3ccco3)=C(O)C(=O)N2c2nnc(C)s2)cc1OC (stereo not given)	-1.3	5	7	7	-1	0	5	25
O=C(CN1CCN(S(=O)(=O)c2ccc(Br)cc2)CC1)N/N=C/c1cccs1	1.7	-1	27	8	-2	1	3	15
CCN(C(=O)CN1C(=S)NC(C)(C)CC1C)c1ccc(C)c(C)c1 (stereo not given)	-1.4	-2	22	10	-1	14	1	12
O=C1NCCN/C1=C\C(=O)c1ccc(Cl)cc1	4.8	6	3	24	0	-84	-65	-20
N#Cc1c(Cl)nc(N/N=C/c2ccccc2)c(Cl)c1Cl	0.5	-2	13	-3	-2	9	1	17
COc1ccccc1CNC(=O)c1ccc(OC(C)C)cc1	2.9	14	10	-12	-3	-12	-11	-27
O=C(Nc1ccnn1C1CCN(C(=O)Cc2cccc(Cl)c2)CC1)C1CC1	1.4	-3	12	17	-5	21	3	3
CN(C)CCCNCCNC(=O)/C=N\O	-1.3	-4	-4	14	2	11	-12	4
O=C(CSc1nnc(C2CC2)n1CC1CCCO1)Nc1cccc(Cl)c1 (stereo not given)	0.8	4	0	-2	-2	-7	5	20
Cc1csc(NC(=O)CN2C(=O)c3ccccc3C2=O)c1C(N)=O	-0.2	-1	2	-3	0	-6	-13	13
Cc1cc(C)n(CCN(C)C(=O)CCc2nnc(-c3ccc4c(c3)OCO4)o2)n1	0.9	1	9	1	-1	-4	-4	22
O=C1c2cccc3c(O)ccc(c23)C(=O)N1Cc1ccco1	0.7	-5	-2	-28	1	-4	-7	4
COCCNC(=O)c1ccc2c(=O)n(Cc3ccco3)c(SCC(=O)NC3CCCCC3)nc2c1	-0.2	-1	7	6	1	10	-3	5
CCOC(=O)CSc1nnc(CNc2ccc(Cl)cc2)n1Cc1ccccc1	-0.5	4	-75	-6	-5	20	-3	-32
COCCCNC(=O)c1ccc(N(C)S(=O)(=O)c2ccc(OC)cc2)cc1	-2.6	-3	17	-7	2	7	-2	7
CCc1ccc(-c2cc(C)no2)cc1S(=O)(=O)Nc1cccc(CN2CCCC2)c1	-1.8	-3	8	6	-3	11	-2	0
Cc1cccc(C)c1OCc1n[nH]c(=S)n1N	-1.2	3	18	8	-3	-21	10	-19
Cn1c(CNC(=O)c2ccco2)nnc1SCC(=O)N1c2ccccc2Sc2ccccc21	-0.4	-3	9	8	-1	-2	-7	-20

Reprinted at random: 6 compounds from above, in no set order.
SMILES	UPR CHOP act	UPR XBP1 act	tim23-1 inh	APJ antagonist	APJ ag	697 NFkB inh	Jurkat NFkB inh	Mdm2 MdmX PPI
O=C(Nc1ccnn1C1CCN(C(=O)Cc2cccc(Cl)c2)CC1)C1CC1	1.4	-3	12	17	-5	21	3	3
CCOC(=O)CSc1nnc(CNc2ccc(Cl)cc2)n1Cc1ccccc1	-0.5	4	-75	-6	-5	20	-3	-32
Cn1c(CNC(=O)c2ccco2)nnc1SCC(=O)N1c2ccccc2Sc2ccccc21	-0.4	-3	9	8	-1	-2	-7	-20
O=C(CN1CCN(S(=O)(=O)c2ccc(Br)cc2)CC1)N/N=C/c1cccs1	1.7	-1	27	8	-2	1	3	15
Cc1csc(NC(=O)CN2C(=O)c3ccccc3C2=O)c1C(N)=O	-0.2	-1	2	-3	0	-6	-13	13
O=C(CSc1nnc(C2CC2)n1CC1CCCO1)Nc1cccc(Cl)c1 (stereo not given)	0.8	4	0	-2	-2	-7	5	20

The listing picks up; the 2 compounds before the break are reprinted first.
SMILES	UPR CHOP act	UPR XBP1 act	tim23-1 inh	APJ antagonist	APJ ag	697 NFkB inh	Jurkat NFkB inh	Mdm2 MdmX PPI
Cc1cccc(C)c1OCc1n[nH]c(=S)n1N	-1.2	3	18	8	-3	-21	10	-19
Cn1c(CNC(=O)c2ccco2)nnc1SCC(=O)N1c2ccccc2Sc2ccccc21	-0.4	-3	9	8	-1	-2	-7	-20
COc1ccc2[nH]c(C(=O)N3CCC(Cc4ccccc4)CC3)cc2c1	0.3	3	5	-10	-1	-11	-7	6
COc1cccc(N2CCN(c3ccc4nnc(CCC(=O)Nc5ncccc5C)n4n3)CC2)c1	0.6	3	7	2	3	-1	8	-24
C=CCn1c(SCC(=O)Nc2c(C)n(C)n(-c3ccccc3)c2=O)nnc1-c1cccnc1	0.3	-1	9	6	0	20	22	-11
O=C(O)C1C2C=CC(C2)C1C(=O)Nc1ccc(Cl)c(Cl)c1 (stereo not given)	0.8	-4	11	-1	-2	-21	-25	2
COc1ccc(NC(=O)CC2C(=O)N(c3cccc(OC)c3)C(=O)N2CCC(C)C)cc1 (stereo not given)	-0.9	1	18	-2	-3	7	-5	-21
O=C(COc1ccc(S(=O)(=O)N2CCOCC2)cc1)NCc1ccccn1	0.6	-2	7	5	-4	-2	7	28
O=C(Nc1ccccc1C(=O)NCc1cccnc1)c1cccc([N+](=O)[O-])c1	5.4	0	4	-7	0	6	5	9
COc1ccc2cc(S(=O)(=O)N3CCCC(C)C3)ccc2c1 (stereo not given)	4.7	6	29	9	-2	5	25	22
COc1ccc(OC(=O)c2cnc3n(c2=O)CCS3)cc1	3.5	3	13	-2	4	-13	4	-20
O=C(Nc1cccc(Cl)c1)NC1(C(=O)NCc2cccs2)CCCCC1	-3.2	-3	10	1	0	-2	19	24
COc1ccc(Cn2c(O)c(/C=C3/C=CC=N3)c(=O)[nH]c2=O)cc1	0.6	2	27	-37	-5	-15	11	14
COc1ccccc1CNC(=O)COc1ccc(S(=O)(=O)N2CCCC2)cc1	1.2	-1	13	11	0	14	19	32
Oc1ccc(Cl)cc1C1=NNC(c2ccc(Cl)cc2)C1 (stereo not given)	18	7	50*	7	0	-60	-19	21
COc1ccc(N2CCN(S(=O)(=O)c3ccc(C(=O)NC4CCCC4)cc3)CC2)cc1	-1.6	1	-1	2	-3	1	3	40
CC(=O)N1CCN(C(=O)c2ccc3c(c2)S(=O)(=O)c2ccccc2C3=O)CC1	-1.9	-2	9	-6	1	-3	-26	-12
CC1CCCCN1S(=O)(=O)c1ccc(S(=O)(=O)N(Cc2ccccc2)Cc2ccco2)cc1 (stereo not given)	-1.2	-3	33	16	-4	-7	17	23
Cc1nonc1OCCNc1ccc([N+](=O)[O-])cc1	1.6	-2	3	2	-3	15	-8	-6
O=c1c2ccccc2nc(/C=C/c2ccc(Cl)cc2)n1CCO	2.9	-3	33	-7	-1	8	-8	17
CCCN1C2CCCC1CC(NC(=O)c1cc(OC)c(OC)c(OC)c1)C2 (stereo not given)	0.8	1	19	0	8	-23	8	5
O=C(c1ccccc1)N1CCn2c1nc1ccccc12	0.5	6	0	-2	-3	15	4	16
COc1cc(NC(=O)C/C(C)=N/NC(=O)c2ccccn2)c(OC)cc1Cl	2.4	8	25	2	1	-5	-12	10
O=C(Nc1ccc(S(=O)(=O)Nc2cnc3ccccc3n2)cc1)c1cc(F)c(F)cc1Cl	-1.9	0	10	-6	-1	-16	-10	4
COc1cc(C(=O)NCCCN2CCCC2=O)cc(OC)c1OC	1.1	1	16	0	-1	-10	-17	13
COc1ccccc1Nc1nc2cc(C)ccc2cc1C#N	1.8	0	2	6	0	3	15	5
CC1CCN(C2CC(=O)N(c3ccccc3)C2=O)CC1 (stereo not given)	-0.8	-1	28	-1	-2	1	-10	28
Cc1ccc(Nc2c(-c3ccccn3)nc3cccc(C)n23)cc1	21	17	41	23	-10	5	12	87*
Cc1c(C)c(C)c(CN2CCCC2)c(C)c1C	1.2	-2	-1	-2	-2	-1	24	10
Cc1ccccc1-n1c(C)n[nH]c1=S	-1.9	-1	11	8	3	5	8	-2
C#Cc1ccc([C@H]2C=C(C(=O)NCc3ccccc3)O[C@@H](OCC)[C@@H]2CCCO)cc1	0.5	0	12	-3	-6	-22	4	-6
O=[N+]([O-])c1cc(/C=N\O)ccc1Oc1ccc(F)cc1	1.3	5	42	-7	-2	-57	-15	18
CCOC(=O)CSc1nc2ccccc2c(=O)n1CC1CCCO1 (stereo not given)	-0.3	2	14	14	3	-9	-9	21
Cc1ccc(C)c(NC(=S)N2CCC(NC(=O)c3ccccc3)CC2)c1	-0.3	-2	0	7	0	14	-1	25
CC(=O)NN1C(=O)/C(=C2/Sc3ccc(Cl)cc3N2C)SC1=S	2.0	17	-3	21	-5	-22	-32	-18
CCOC(=O)c1c(NC(=O)Cn2nc(C(F)(F)F)cc2C)sc(C)c1C	-0.6	-2	-7	3	3	-5	1	35
CCn1c(CNC(=O)c2ccco2)nnc1SCC(=O)c1ccc(F)cc1	-0.3	-2	3	8	0	15	-7	12
O=C(CNC(=O)c1cccc(Cl)c1)N/N=C/c1cccnc1	0.2	-4	-14	-4	-3	12	23	2
Cc1ccc2c(C)c(C(=O)N3CCN(c4cnccn4)CC3)oc2c1C	1.3	5	20	19	5	-26	32	-5
Cc1ccc2nc(C3CCCN(C(=S)Nc4ccccc4C)C3)[nH]c2c1 (stereo not given)	-1.4	-3	1	10	-3	-3	-3	21
COc1ccccc1CNc1ncccc1[N+](=O)[O-]	1.8	-1	1	14	-3	-13	9	17
O=C(Cn1cccn1)N1CCCC(N2CCN(c3cccc(C(F)(F)F)c3)CC2)C1 (stereo not given)	1.3	-3	7	6	3	3	5	8
COc1ccc(/C=C(/NC(=O)c2ccccc2)c2nc3ccc(Cl)cc3[nH]2)cc1OC	4.0	0	19	11	2	2	-4	-22
COC(C/C=C\[C@H](O)COCc1ccccc1)OC	0.4	1	8	-14	0	10	14	-5
O=C(CCc1ccccc1)N/N=C\C1CC=CCC1 (stereo not given)	-0.6	2	9	-28	-6	15	14	-3
C=CCN(c1ccc(C(=O)Nc2ccc3c(c2)OCO3)cc1)S(C)(=O)=O	1.4	-2	-5	5	2	-3	-8	14
CCOc1ccc(-c2nnc(-c3ccncc3)o2)cc1OCC	0.9	2	3	3	-1	-9	-2	11
Cc1ccc(S(=O)(=O)N2CCN(C(=O)C3CCN(C(=O)c4ccc(F)cc4)CC3)CC2)c(C)c1	-0.3	-3	-8	4	1	-34	1	17
COc1cccc(CN(CC2CCCO2)S(=O)(=O)c2ccc(S(=O)(=O)NCC3CCCO3)cc2)c1OC (stereo not given)	-0.6	2	13	4	-6	5	8	3
O=C(Nc1ccccc1C(=O)O)c1ccc(Br)o1	2.7	-3	10	-11	3	-33	-2	-20
OCC[C@H]1C[C@@H](O)[C@H](O)[C@]2(OCc3ccccc32)O1	-1.1	1	18	14	13	-3	6	-10
Cc1cccc(NC(=O)/C(=C\c2ccco2)NC(=O)c2cccs2)c1	-0.5	-2	14	3	-6	15	3	24
CS(=O)(=O)N1CCN(C(=O)c2cc(-c3cccnc3)nc3ccc(Cl)cc23)CC1	-0.7	-1	12	2	5	17	-2	-3
CC(C)c1onc(C(=O)NC(C)c2ccccc2)c1[N+](=O)[O-] (stereo not given)	0.1	-1	4	-7	-1	11	2	-5
Cc1occc1C(=O)Nc1cc(C(F)(F)F)ccc1Cl	-0.8	-1	23	5	-6	15	-2	-7

Assay outcomes (PubChem)
